Screening results: PubChem BioAssay, several laboratories
MT stabilizer: microtubule stabilizers in HeLa cells, primary screen, imaging, high-content imaging | HeLa tubulin immunostaining HCS, 24 h; share of cells brighter than vehicle mean+2SD | % tubulin-high responders, % at 10 µM | hit rate 0.83% among 200,000 | AID 2205, 2009;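 active means plate Z-score above 3 for both tubulin-high and condensed-nucleus cell shares, with cell loss under 80%, at 10 µM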;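 further: anti alpha tubulin signal scored within the nucleus-defined area of each cell; some results filed as inactive read as strong as hits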
WT yeast gro inh: growth inhibition of WT strain, primary screen, mitochondrial fusion inhibitor project, WT and mutant strains, chemical genetic. mitochondrial fusion phenotypic screen. inhibition, % at 10 µM. hit rate 2.1% among 190,000. AID 1362, 2008; in the data active means inhibition above about 58%; tested in S. cerevisiae
AID2073: inhibitors of Mint1-CaV2.2 protein interaction, biochemical, HTRF (AID 2073). hit rate 0.19% among 290,000. inhibition, % at 20 µM, or IC50 in µM where a hit was titrated. HTRF protein-protein interaction, Mint1-CaV2.2; higher % means a stronger effect; in the data active means inhibition mostly above about 51%, no sharp cut-off; inconclusive means no clear call, values can overlap the other calls; inactive means mostly below about 53%; further: some results filed as inactive read as strong as hits
Yfh1-depleted yeast: enhancers of respiration in Yfh1-depleted yeast, dose response, Friedreich's ataxia, plus single-dose screen (AID 1465); one-dose fold induction at 50 µM; EC50 in µM for titrated hits; S. cerevisiae Yfh1-off respiration, WST-1 reduction, 72 h; higher fold induction means a stronger effect; hit rate 0.074% among 220,000;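 active means fold induction of absorbance versus untreated yeast above a set limit, then at least 30% activation at any dose in follow-up; inconclusive means repeats straddling the limit, or above it without dose testing; inactive means fold induction below the set limit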;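 further: activators that raise dye reduction in frataxin-depleted yeast; strong numbers were not always called active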
HIV peptide binding: inhibitors of HIV fusion peptide binding, primary screen, biochemical, uHTS, fluorescence dequenching (AID 1986) | cell-free peptide binding, fluorescence dequenching, 30 min; higher % means a stronger effect | inhibition, % at 20 µM; hits with a dose series show IC50 in µM | hit rate 0.3% among 290,000; in the data active means inhibition mostly above about 52%, no sharp cut-off; inactive means mostly below about 76%; further: some results filed as inactive read as strong as hits
Autophagy HCS: autophagy modulators in MEF cells, primary screen, imaging, high-content, MEF GFP-LC3; MEF GFP-LC3 puncta imaging; test concentration mostly 10 µM; calls only at 10 µM (by protocol); hit rate 0.98% among 190,000;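 active means percentage of spot-positive cells more than 3 SD above its plate mean, without a fluorescence outlier flag or 80% toxicity; inconclusive means no clear call, values can overlap the other calls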;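 further: spot-positive cell cutoff set from DMSO-treated cells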
b-catenin transl: modulators of beta-catenin nuclear translocation, primary screen, imaging, HeLa cells, immunofluorescence, high-content; nuclear translocation activity, % at 5 µM; hit rate 0.3% among 190,000; AID 1665, 2009;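 active means nuclear translocation activity above 50% at 5 µM, with a well cell count of 50 or more; inconclusive means wells under 50 cells across six images, flagged as toxic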;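 further: per-cell ratio of nuclear to cytoplasmic median beta-catenin stain intensity; plate controls were DMSO negative control for no effect and GSK-3 inhibitor IX positive control for full effect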
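test system = HeLa cells, endogenous beta-catenin | dosing = single 5 µM dose plus 0.02–20 µM confirmation series | times = compound treatment 24 h, 37°C, 5% CO2 | technique = beta-catenin immunofluorescence imaging with DAPI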
Dynein cargo inh: inhibitors of GR-EGFP nuclear translocation, primary screen, dynein cargo transport inhibitor project, imaging, high-content, 3617.4 mouse cells; test concentration mostly 20 µM; stimulated with dexamethasone, 1 µM; stronger effect = lower value; z-score, hits read low; hit rate 0.47% among 220,000; AID 1381, 2008;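 active means plate z-score of nuclear minus cytoplasmic receptor signal below a set negative limit, without overly bright fluorescence or cell loss, cut at about -3.5 in these data, passing the limit was not always enough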;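 further: z-score of nuclear minus cytoplasmic ring GR-EGFP intensity difference per well; some compounds called inactive have numbers as strong as hits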
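Buffer or medium: Induction medium lacking tetracycline, stripped serum | Also added: Dexamethasone agonist, 1.0 µM final, for 30 min | Timing: 48 h induction, 1 h compound, 30 min dex at 37 °C | Detection: Formaldehyde fixation, Hoechst nuclear stain, 10x automated fluorescence imaging | Measure: Nuclear versus cytoplasmic GR-EGFP signal, averaged per well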
Insulin prom up: insulin promoter activators in MIN6 cells, imaging, high-content screening, mouse beta cells; MIN6 insulin promoter-GFP reporter; stronger effect = higher value; z-score at 5 µM; hit rate 0.3% among 190,000; AID 1625, 2009;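 active means z-score above 3 at 5 µM with at least 500 cells counted in the well; inconclusive means wells under 500 cells, flagged as cytotoxic or low count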
WT yeast gro inh mutant strain: second read-out of WT yeast gro inh, no call of its own (marks repeat the call); inhibition, %; mitochondrial fusion phenotypic screen, mutant strain inhibition
Dynein cargo inh cytoplasmic EGFP: further read-out of Dynein cargo inh, marked with its call; z-score; measured here: cytoplasmic GR-EGFP intensity; stronger effect = higher value
Dynein cargo inh nuclear GR-EGFP: also measured in Dynein cargo inh; calls as there; z-score; measured here: nuclear GR-EGFP intensity;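 lower value marks the stronger effect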
Dynein cargo inh cell count: second read-out of Dynein cargo inh, no call of its own (marks repeat the call); z-score; measured here: cell count per field
Insulin prom up cell count: further read-out of Insulin prom up, marked with its call; cell count; measured here: cytotoxicity, nuclei count;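 total cells summed across four imaged fields per well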
b-catenin transl cell count 5 µM: also measured in b-catenin transl; calls as there; cell count; measured here: cell count, cytotoxicity flag
MT stabilizer Hoechst-high %: recorded beside MT stabilizer, whose call it bears; % Hoechst-high responders; measured here: nuclear condensation Hoechst responders;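 share of cells brighter than vehicle mean plus two SD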
MT stabilizer cytotoxicity %: further read-out of MT stabilizer, marked with its call; toxicity, %; measured here: cytotoxicity by cell density;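 0% = mean cell density of plate MIN control wells and 100% = no cells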
Autophagy HCS cell loss 18 h: recorded beside Autophagy HCS, whose call it bears; toxicity, %; measured here: cell loss, nuclei count;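 cell loss after 18 h compound exposure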
* = called active by the depositor; i = inactive; ? = inconclusive; / = no result given. The list is partial. The share of hits here may be higher or lower than overall.

Order of results – MT stabilizer | MT stabilizer Hoechst-high % | MT stabilizer cytotoxicity % | WT yeast gro inh | WT yeast gro inh mutant strain | AID2073 | Yfh1-depleted yeast | HIV peptide binding | Autophagy HCS | Autophagy HCS cell loss 18 h | b-catenin transl | b-catenin transl cell count 5 µM | Dynein cargo inh | Dynein cargo inh cytoplasmic EGFP | Dynein cargo inh nuclear GR-EGFP | Dynein cargo inh cell count | Insulin prom up | Insulin prom up cell count
> O=c1c2ccccc2nc(/C=C/c2ccc(O)cc2)n1-c1cccc(O)c1
  2.7 | 1.9 | 4.1 | -5.3 | -19.0 | 11.7% | i | 0.0% | i | -0.3 | -1.0 | 1042 | 1.08 | -0.362 | -0.212 | 0.944 | 0.65 | 1074
> COCCCNC(=O)c1c(NC(=O)c2ccco2)n(Cc2ccccc2)c2nc3ccccc3nc12
  2.9 | 2.6 | 8.0 | -12.0 | -40.4 | 26.4% | i | 9.9% | i | 7.1 | -7.0 | 1175 | -1.01 | -0.295 | -0.56 | 0.412 | -1.36 | 874
> CNc1cc(N2CCNCC2)ccc1[N+](=O)[O-]
  6.0 | 2.6 | 0.6 | 1.6 | 6.8 | -4.0% | i | -0.2% | i | -36.6 | -3.0 | 960 | 0.494 | -0.308 | 0.342 | 0.0101 | -1.12 | 1587
> COc1cc(CC2(CCc3ccncc3)C(=O)NC(=O)NC2=O)cc(OC)c1OC
  2.1 | 1.4 | 1.3 | -4.2 | -4.1 | 2.5% | i | -0.3% | i | 4.6 | -0.5 | 1508 | 0.605 | 0.281 | 0.744 | -0.695 | -0.24 | 1604
> CCOc1ccc(Br)c(C2(O)CC(C)N(C)CC2C)c1 (stereo not drawn)
  4.2 | 3.5 | 4.9 | -7.3 | 7.6 | -1.3% | i | -0.9% | i | -4.8 | / | / | -0.435 | -0.229 | -0.0484 | 0.775 | -0.77 | 1387
> CN1CCN(Cc2ccc(OC(F)(F)F)cc2)CC1
  4.7 | 2.4 | 0.4 | 3.5 | 9.4 | 0.2% | i | -3.8% | / | / | / | / | 3.79 | -0.129 | 1.87 | -1.48 | 1.25 | 854
> COc1ccc(NP(=O)(Oc2cccc(C)c2)Oc2cccc(C)c2)cc1OC
  / | / | / | / | / | 1.5% | i | 0.0% | / | / | -0.6 | 1333 | -0.26 | -0.294 | 0.271 | 0.981 | 0.38 | 1069
> CCCCCCn1c(O)c(C=NCCCn2ccnc2)c(=O)[nH]c1=O
  6.6 | 1.8 | 6.2 | 0.5 | 12.8 | -4.2% | i | 17.9% | i | -10.2 | 0.6 | 1038 | 2.64 | -0.0367 | 2.38 | -2.23 | 0.27 | 1849
> CC1C2Cn3c(nc4ccccc43)C1N(C)O2 (stereo not drawn)
  / | / | / | / | / | 4.9% | i | -0.1% | / | / | 1.2 | 1072 | 1.07 | -0.569 | 0.912 | -1.58 | 0.42 | 702
> CN(C)CCn1cnc2ccccc21
  / | / | / | / | / | -15.4% | i | -1.5% | / | / | 0.2 | 1266 | 0.0121 | -0.0395 | -0.0617 | -0.0236 | / | /
> c1ccc(-c2[nH]c(-c3ccccc3)[n+](CC3CO3)c2-c2ccccc2)cc1 (stereo not drawn)
  7.4 | 1.3 | 2.9 | 58.9* | 7.7* | 6.7% | i | 0.9% | i | 4.9 | 1.1 | 1143 | -0.866 | -0.0654 | -0.537 | -0.43 | -0.03 | 1356
> COc1cc(N2CCOCC2)ccc1C=C1C(=O)NC(=O)NC1=O
  4.1 | 3.4 | 5.8 | -9.9 | -9.0 | 42.2% | i | 9.3% | i | -14.4 | -1.5 | 1086 | 0.523 | -0.177 | 0.465 | -0.532 | 0.02 | 1532
> Cc1ccc2c(c1)CC1(CN2C)C(=O)NC(=O)N(CCc2ccccc2)C1=O (stereo not drawn)
  1.3 | 1.1 | 1.4 | 29.4 | 39.8 | -15.0% | i | 1.2% | i | -7.6 | -1.5 | 1124 | -0.307 | -0.338 | -0.0737 | 0.715 | 0.09 | 957
> CN1CCN(S(=O)(=O)c2cnc(Cl)c(Br)c2)CC1
  1.5 | 1.8 | 7.0 | -3.9 | -3.1 | -0.7% | i | -3.1% | i | 8.0 | 1.2 | 1036 | 0.207 | -0.104 | 0.0497 | -0.559 | 1.18 | 1493
> COc1ccc(CN2C(=O)CC(=O)NC2=S)cc1
  2.9 | 2.1 | 3.4 | 2.3 | -9.6 | -15.3% | i | 42.4% | i | 16.3 | 0.2 | 1575 | -0.894 | 0.012 | -0.125 | 0.944 | / | /
> Cc1ccc(S(=O)(=O)N(c2cc(Cl)c(O)c(Cl)c2)P(=O)(OC(C)C)OC(C)C)cc1
  8.6 | 2.0 | 6.8 | -9.9 | 16.3 | -1.8% | i | 1.1% | i | 20.2 | -3.2 | 1111 | -0.424 | 0.589 | 0.177 | 1 | -0.29 | 1335
> Oc1ccc(CC2CC3CCN2CC3)cc1O (stereo not drawn)
  4.2 | 4.6 | 8.9 | -11.2 | -11.6 | -2.7% | i | -2.1% | i | -7.2 | 1.7 | 1394 | 0.323 | -0.234 | 0.481 | 0.338 | 0.38 | 1517
> S=C1CN=C(c2ccccc2Cl)c2cc(Cl)ccc2N1
  2.6 | 2.7 | 2.7 | -19.0 | -12.8 | -3.1% | / | -2.7% | i | 13.2 | -8.0 | 1153 | 0.336 | -0.269 | 0.0641 | 0.121 | 0.12 | 1319
> Cc1ccc(C)c(CN2CCC(n3nnc4cc(F)ccc43)CC2)c1
  1.7 | 2.0 | 9.7 | 8.8 | -5.5 | 12.1% | i | 4.2% | i | 40.3 | 1.6 | 1385 | -1.01 | -0.197 | -0.412 | 0.334 | -0.19 | 1025
> CCOc1ccc(C2SCC(=O)Nc3c2c(C)nn3C2CCOC(C)(C)C2)cc1 (stereo not drawn)
  1.9 | 1.4 | 7.1 | -3.9 | -2.6 | 1.0% | i | 1.5% | i | -9.2 | / | / | -0.436 | -0.0587 | -0.00857 | 0.283 | -0.24 | 909
> Cc1c(C=C2C(=O)NC(=O)NC2=O)c(=O)n(-c2ccccc2)n1C
  3.8 | 1.7 | 3.4 | 1.3 | -5.1 | ? | i | 10.6% | i | 6.1 | -1.2 | 1093 | 0.736 | -0.118 | 0.783 | -1.21 | -0.78 | 1342
> Cc1oc(-c2ccc(Cl)cc2)nc1CS(=O)CC(=O)N1CCC2(CC1)OCCO2 (stereo not drawn)
  7.7 | 1.4 | 12.7 | -2.0 | 6.0 | 24.4% | i | 1.3% | i | 16.1 | / | / | 0.206 | -0.239 | 0.414 | 0.244 | / | /
> C(#CCN1CCOCC1)COC/C=C/c1ccccc1
  13.1 | 27.0 | 96.2 | 6.1 | -15.0 | -3.8% | i | 1.7% | i | 2.1 | -4.9 | 786 | 0.791 | -0.237 | 0.772 | -0.682 | 0.58 | 1204
> CCC(=NCC1CCCO1)c1c(O)n(-c2ccc(Cl)cc2)c(=O)[nH]c1=O (stereo not drawn)
  5.0 | 2.9 | 0.3 | -7.1 | 10.8 | -1.6% | i | 6.0% | i | 18.8 | -2.1 | 913 | 0.191 | -0.116 | 0.281 | -0.226 | -0.33 | 1246
> O=C(Cc1ccccc1)NC(Cc1ccc(Cl)cc1)C(=O)O (stereo not drawn)
  / | / | / | / | / | 3.5% | i | 1.0% | / | / | -1.1 | 1301 | -0.724 | -0.245 | -0.357 | 1.3 | -0.22 | 1101
> C1CCC2S[C@H]3CCCCC3NC2C1 (stereo partly drawn)
  / | / | / | / | / | 1.2% | i | -0.5% | / | / | -0.2 | 1342 | 0.0299 | -0.137 | 0.42 | -0.167 | / | /
> CC(C)OC(=O)C1C2c3ccccc3C(c3ccccc32)C1C(=O)O (stereo not drawn)
  1.7 | 2.2 | 4.9 | 2.4 | -5.1 | 0.5% | i | 1.6% | i | 14.1 | 0.7 | 1504 | 0.581 | -0.233 | 0.302 | -0.525 | 0.73 | 1468
> CSc1ccccc1C(=O)C1CCCN(Cc2ccccn2)C1 (stereo not drawn)
  2.8 | 2.0 | 6.0 | 11.6 | 20.3 | 1.4% | i | 0.4% | i | 3.7 | -0.6 | 1077 | -0.631 | -0.27 | -0.5 | 0.317 | 0.47 | 1497
> COc1ccc(CCN)cc1OC
  / | / | / | / | / | 4.9% | i | 0.1% | / | / | 2.8 | 1059 | 0.787 | -0.575 | 1.09 | -1.76 | 0.96 | 638
> CCOC(=O)c1c(C)n(C(C)C)c2ccc(OC(=O)c3ccc(N4C(=O)CCC4=O)cc3)cc12
  4.7 | 1.9 | 6.5 | 44.1 | 1.4 | 13.5% | i | 0.5% | i | 0.8 | -0.2 | 1095 | -0.516 | -0.198 | -0.404 | -0.0506 | -0.66 | 1551
> O=C(COc1ccc(S(=O)(=O)N2CCOCC2)cc1)N1CCN(Cc2ccc3c(c2)OCO3)CC1
  2.0 | 1.3 | 6.1 | 14.8 | -7.8 | 3.0% | i | -1.6% | i | -2.0 | / | / | -0.228 | -0.206 | 0.0738 | 0.341 | -1.48 | 721
> COc1cc(C(=O)Nc2ccc(Br)cc2C(=O)c2ccccc2)cc(OC)c1OC
  2.9 | 2.2 | 4.3 | 5.0 | 11.7 | -7.9% | i | 0.8% | i | -26.2 | 1.0 | 1327 | -0.608 | -0.17 | 0.193 | 0.702 | 0.32 | 1524
